High-throughput results: PubChem, several laboratories
Avidin bead fluor – compound fluoresces at 488/530 nm on avidin beads | hit rate 0.38% among 220,000 | fluorescence (KMESF) at 10 µM | compound fluorescence 488/530 nm, flow cytometry; hits give high values; in the data active = fluorescence above about 47; note: inactives centre near 10
HRas wt GTP – human HRas wildtype GTP binding, change in either direction; P01112; GTP binding activity, % at 10 µM; GST-Ras wt beads, Bodipy-FL-GTP binding, flow cytometry; actives lie on both sides; hit rate 0.14% among 190,000;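 active = GTP binding activity at least 20% away from the 100% baseline, either lowered as inhibitor or raised as activator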;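 note: 0% = unlabeled GTP competition control and 100% = no-compound control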
Target sequence (P01112 whole entry, looked up): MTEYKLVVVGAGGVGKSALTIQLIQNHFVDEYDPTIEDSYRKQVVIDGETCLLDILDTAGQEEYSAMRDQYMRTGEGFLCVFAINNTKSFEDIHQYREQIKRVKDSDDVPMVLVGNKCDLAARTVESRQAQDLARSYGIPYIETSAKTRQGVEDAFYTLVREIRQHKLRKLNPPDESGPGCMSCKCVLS
Rac1 act GTP bind – human Rac1 activated mutant GTP binding change | P63000 | GST-Rac1 activated beads, fluorescent GTP binding, flow cytometry; actives lie on both sides; 100% means binding = to untreated wells | AID 764 | hit rate 0.11% among 190,000 | percent activity (GTP binding), % at 10 µM;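 active = GTP binding at least 20 percentage points away from the 100% baseline, in either direction, so actives lie on both sides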
Pf gametocyte – inhibitors of late stage P. falciparum gametocyte viability. P. falciparum stage V gametocytes, ATP luminescence, 24 h. hit rate 0.065% among 150,000. AID 743093. inhibition, % at 10.9 µM;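 active = inhibition above the mean plus 3 SD of compounds within the control limits, set per campaign, cut at about 38% in these data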;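 note: 0% = DMSO wells and 100% = medium only without gametocytes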
Mcl1 Noxa PPI – disrupts binding of human Mcl-1 to Noxa peptide; Q07820; TR-FRET Mcl-1/Noxa peptide binding, 2 h; inhibition, % at 21.7 µM; hit rate 1.5% among 220,000; AID 1022;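 active = compounds that cut the protein-peptide binding signal by more than 50% relative to plate controls in a single-dose test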;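 note: His-tagged Mcl-1 with rhodamine Noxa BH3 peptide and terbium anti-His antibody; 0% = Mcl-1 plus Noxa peptide wells and 100% = peptide-only wells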
Target sequence (Q07820 whole entry, looked up): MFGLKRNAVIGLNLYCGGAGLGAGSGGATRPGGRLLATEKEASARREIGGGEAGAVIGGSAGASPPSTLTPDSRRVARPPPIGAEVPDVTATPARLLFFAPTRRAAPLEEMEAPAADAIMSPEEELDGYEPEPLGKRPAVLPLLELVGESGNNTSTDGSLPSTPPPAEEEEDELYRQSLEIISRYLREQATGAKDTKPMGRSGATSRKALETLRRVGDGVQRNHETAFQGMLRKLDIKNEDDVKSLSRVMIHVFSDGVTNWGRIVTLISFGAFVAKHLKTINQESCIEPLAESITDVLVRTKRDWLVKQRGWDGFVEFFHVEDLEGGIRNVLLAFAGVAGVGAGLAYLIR
Rab2A wt mod – changes GTP binding to wildtype dog Rab2A, up or down | hit rate 0.19% among 190,000 | GTP binding activity, % at 10 µM | P61105 | GST-Rab2 wt beads, Bodipy-GTP binding, flow cytometry;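 active = GTP binding activity at least 20 points away from 100%, either lowered or raised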;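 note: 0% = beads with excess unlabeled GTP and 100% = no-compound control corrected for plate trend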
Cdc42 wt GTP – modulators (inhibitors or activators) of GTP binding to human Cdc42 wildtype. hit rate 0.2% among 190,000. percent activity (GTP binding), % at 10 µM. GST-Cdc42 beads, Bodipy-GTP binding, flow cytometry; actives lie on both sides;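 active = percent activity GTP binding at least 20 points away from the 100% baseline, either down as inhibitor or up as activator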;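 note: median bead fluorescence of bound Bodipy-FL-GTP at 100 nM; 0% = excess unlabeled GTP control and 100% = no compound control; below 100% means less GTP binding so inhibitor and above means activator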
Target sequence (P60953 whole entry, looked up): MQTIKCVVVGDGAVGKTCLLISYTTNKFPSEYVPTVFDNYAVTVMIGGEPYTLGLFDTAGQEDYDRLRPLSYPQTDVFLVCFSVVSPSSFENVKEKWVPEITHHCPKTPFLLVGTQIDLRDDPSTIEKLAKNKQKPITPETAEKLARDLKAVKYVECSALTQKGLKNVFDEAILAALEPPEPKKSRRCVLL
GSH fluor – compound fluoresces at 488/530 nm on GSH beads | fluorescence (KMESF) at 10 µM | GSH beads flow cytometry, compound fluorescence 488/530 nm; hits give high values | hit rate 0.25% among 190,000 | AID 1776; in the data active = fluorescence above about 89;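 note: glutathione beads carrying GST-tagged Bcl family fusion proteins plus one bare bead set; values are compound well signal with DMSO vehicle wells as background; inactives centre near 16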
Rab7 wt GTP bind – alters GTP binding to wildtype dog Rab7 | GST-Rab7 beads, fluorescent GTP binding, flow cytometry; actives lie on both sides; untreated = 100%, excess cold GTP = 0% | GTP binding activity (percent of control), % at 10 µM | hit rate 0.055% among 190,000 | AID 758;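 active = fluorescent GTP binding to Rab7 beads changed by at least 20 points from the 100% baseline, either direction, mostly lower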;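 note: median green fluorescence of bound Bodipy-FL-GTP per Rab7 bead population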
Mcl1-Bid inh – Mcl-1/Bid interaction inhibition; inhibition, % at 21.7 µM; Q07820; TR-FRET Mcl-1/Bid-Dy647 peptide binding, 1536-well; hit rate 0.97% among 220,000;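 active = compounds that cut the binding signal by more than half at the single screening dose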;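 note: His-tagged Mcl-1 with europium anti-His antibody binding Bid BH3 peptide; 0% = Mcl-1 plus peptide wells and 100% = peptide-only wells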
Rac1 wt GTP bind – human Rac1 wildtype GTP binding, inhibitors and activators | P63000 | GST-Rac1 beads, fluorescent GTP binding, flow cytometry; actives lie on both sides; 0 = cold GTP competed, 100 = untreated | GTP binding activity (% of control), % at 10 µM | hit rate 0.27% among 190,000;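 active = GTP binding activity at least 20 points away from the 100% control level, either lower or higher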
The depositor's hits bear a star; / = no result given.

SMILES	Avidin bead fluor	HRas wt GTP	Rac1 act GTP bind	Pf gametocyte	Mcl1 Noxa PPI	Rab2A wt mod	Cdc42 wt GTP	GSH fluor	Rab7 wt GTP bind	Mcl1-Bid inh	Rac1 wt GTP bind
CCOC(=O)C1=C(C)NC2=C(C(=O)CC(C)(C)C2)C1c1cccc(C)n1 (stereo not given)	/	96	94	16	-10	96	94	15	93	-30	92
O=C(O)CCCC(=O)Nc1nc(-c2ccccc2)cs1	7	92	94	16	18	95	92	25	97	0	96
CCCCCCCCCC(=O)N/N=C/c1ccc(C)s1	10	99	95	-7	17	97	98	11	95	9	100
O=C(O)CCC(=O)Nc1ccc(C(=O)N2CCCCC2)cc1	11	102	100	/	-1	102	104	24	102	-7	101
CCC1Oc2ccccc2N(CC(=O)NCCCN2CCCCC2C)C1=O (stereo not given)	11	98	96	/	6	96	97	35	96	-9	97
Cc1cc(C)c(NC(=O)C(C)Sc2nnc(-c3ccco3)n2-c2ccccc2)c(C)c1 (stereo not given)	9	101	97	/	13	97	99	9	100	-9	105
Cn1c(=O)c2c(nc(CN3CCN(Cc4ccccc4)CC3)n2CCN2CCOCC2)n(C)c1=O	13	100	100	8	19	100	103	34	98	-42	105
Cc1ccc(S(=O)(=O)Oc2cccc(/C=N/n3cnnc3)c2)cc1	16	100	99	19	11	97	100	7	102	-21	104
CC(C)OCCCn1c(-c2ccc(Br)cc2)c[nH]c1=S	11	99	96	-3	12	98	97	12	107	-43	103
COCCCNC(=O)CCc1nc(-c2ccccc2)no1	7	101	101	-5	-4	101	100	74	98	-9	100
Cc1sc2ncnc(Sc3ccccc3C(=O)Nc3ccc(Br)cc3)c2c1C	10	100	100	15	-4	100	102	11	100	-31	104
NC(=O)c1ccccc1NC(=O)Nc1cccc(Cl)c1	12	99	99	3	7	100	99	35	100	-11	103
O=C(COc1ccccc1)Nn1cnc2ccccc21	12	100	99	-7	30	100	99	29	102	23	104
N#Cc1c(N)nc(SCc2ccccc2)c(C#N)c1-c1ccco1	18	92	90	/	22	91	87	11	98	2	88
CN1CCN(Cc2nc(Cc3cccc(F)c3)no2)CC1c1ccccc1 (stereo not given)	11	97	97	11	-12	101	96	10	105	-40	99
COc1cccc(C(=O)Nc2nc(-c3ccc4c(c3)OCO4)cs2)c1	8	104	98	/	-2	99	101	25	101	-13	104
COCCn1c(SCc2nc(N)nc(Nc3ccccc3C)n2)nc2ccccc2c1=O	32	103	99	/	-3	101	103	16	102	-1	108
Cc1ccnc(N/N=C/c2ccco2)n1	12	100	98	/	13	98	101	10	96	-19	99
Cc1ccc(N2C(=O)C3C4C=CC(CNC(=S)Nc5cccc(Cl)c5)(O4)C3C2=O)cc1 (stereo not given)	9	103	99	-1	12	100	101	4	102	-59	109
COc1ccc(NC(=O)COC(=O)c2c(-c3ccccc3)noc2C)cc1	28	102	99	/	7	99	103	18	103	-8	104
CCCc1nnc(-c2cc(OC)c(OC)c(OC)c2)o1	11	104	101	/	19	102	104	13	103	-55	107
C=C(C)Cn1c(CCNC(=O)C(C)C)nc2ccccc21	13	101	98	/	-3	101	102	57	100	-6	108
COc1cccc(C(=O)Nc2cc(C(=O)NCCc3ccccc3)ccc2Cl)c1	8	103	102	2	13	105	104	10	98	-11	110
COc1ccc(N(CC(=O)NC2CCCC2)C(=O)Cn2nnc(-c3ccc(OC)c(OC)c3)n2)cc1	12	99	96	6	4	97	95	14	98	-46	100
COc1cc(=O)[nH]c(=O)n1CC(=O)c1ccccc1	35	98	97	/	5	97	100	25	95	-12	98
COc1cnc(-c2ccccn2)nc1Oc1ccc(Cl)cc1	21	102	94	1	-32	96	99	11	99	-30	102
O=C(Nc1ccc[n+](CC(=O)c2cccc3ccccc23)c1)c1ccccc1	2	102	100	-5	25	101	102	5	101	-26	104
CC1CN(Cc2cnc(Cl)s2)CC(C)O1 (stereo not given)	9	100	91	8	-17	98	100	14	106	-31	97
CCCn1nnc(NC(=O)Cc2ccccc2)n1	23	96	95	/	-12	97	98	19	94	-3	94
Cc1ccc(S(=O)(=O)CCC(=O)Nc2ccc(F)cc2)cc1	10	99	97	22	2	101	98	18	105	8	101
CCOc1ccc(NC(=O)c2nnn(CC(=O)Nc3ccccc3OC)c2N)cc1	9	100	99	3	-6	102	99	32	94	-14	101
O=C1CCCC(O)=C1C=NCCc1ccccc1	15	102	101	/	-12	98	103	13	95	-4	103
COc1ccc(-n2nnnc2SCC(=O)Nc2ccccc2N2CCOCC2)cc1	29	95	95	14	13	93	96	20	95	-18	97
CC1CN(C2=Nc3cccc4cccc2c34)CC(C)O1 (stereo not given)	12	96	94	19	-15	97	92	12	100	0	94
CCOC(=O)c1c(-c2ccccc2Cl)csc1NC(=O)CSc1nc(C)cc(=O)[nH]1	1	98	96	/	15	94	98	8	94	-2	98
CCn1c(O)c(C(C#N)=C2N=c3ccccc3=N2)c2ccccc21	14	101	95	-4	31	98	101	31	102	8	97

Part of the list above, with two lines to a compound:
Every second line gives: Avidin bead fluor	HRas wt GTP	Rac1 act GTP bind	Pf gametocyte	Mcl1 Noxa PPI	Rab2A wt mod	Cdc42 wt GTP	GSH fluor	Rab7 wt GTP bind	Mcl1-Bid inh	Rac1 wt GTP bind
O=C1CCCC(O)=C1C=NCCc1ccccc1
 : 15	102	101	/	-12	98	103	13	95	-4	103
COc1ccc(-n2nnnc2SCC(=O)Nc2ccccc2N2CCOCC2)cc1
 : 29	95	95	14	13	93	96	20	95	-18	97
CC1CN(Cc2cnc(Cl)s2)CC(C)O1 (stereo not given)
 : 9	100	91	8	-17	98	100	14	106	-31	97
COc1cnc(-c2ccccn2)nc1Oc1ccc(Cl)cc1
 : 21	102	94	1	-32	96	99	11	99	-30	102

Other entries:
SMILES	Avidin bead fluor	HRas wt GTP	Rac1 act GTP bind	Pf gametocyte	Mcl1 Noxa PPI	Rab2A wt mod	Cdc42 wt GTP	GSH fluor	Rab7 wt GTP bind	Mcl1-Bid inh	Rac1 wt GTP bind
Cc1ccccc1OC1C(=O)N(Cc2ccc3c(c2)OCO3)C1c1sccc1C (stereo not given)	17	102	101	15	-6	100	104	9	100	6	108
O=C(NCc1ccco1)c1ccc(-c2cccc(Cl)c2)o1	5	94	91	-11	0	93	93	26	96	-17	92
Cc1cc(C)nc(SCC(=O)N/N=C/c2cccn2-c2cccc(C(F)(F)F)c2)n1	11	99	98	8	11	100	98	24	98	-15	100
O=C(CN1C(=O)CCS(=O)(=O)c2ccccc21)NCc1ccc(F)cc1	14	99	99	/	0	98	99	16	100	-9	101
Cc1ccc(S(=O)(=O)Nc2ccc(Br)cc2/C=N/n2cnnc2)cc1	11	100	94	/	-8	99	98	62	101	-13	100
CC1=NNC(=O)C1CC(=O)N/N=C(\C)c1cccs1 (stereo not given)	6	99	99	2	-9	102	100	13	109	-42	101
Cc1ccc(CC(=O)Nc2cccnc2)cc1	8	96	96	-1	-2	97	91	17	103	-4	96
COc1ccc(C(=O)C[n+]2cccc(C)c2C)cc1[N+](=O)[O-]	12	97	95	2	-4	99	101	9	103	-5	95
CN(CCNC(=O)C1CCN(S(=O)(=O)c2cnc[nH]2)CC1)Cc1ccccc1	15	100	101	/	12	100	103	30	99	-24	103
CCCC(=O)NCc1ccncc1	10	100	98	/	-4	98	97	18	104	-12	100
Cc1ccc(C)c(NS(=O)(=O)c2cc(C(=O)Nc3ccccc3-c3ccccc3)ccc2Cl)c1	10	99	96	-10	-3	97	96	8	98	-7	97
Cc1cnc(C(=O)Nc2ccc(-n3cnnn3)cc2)cn1	17	101	95	/	4	96	99	23	94	-27	95
CCN(CC)c1ccc(/C=N/NC(=O)Nc2ccccc2)cc1	3	93	93	-36	29	95	94	11	92	-34	97
CCC(C)Sc1nnc(CSc2nc3nc(C)cc(C)n3n2)o1 (stereo not given)	9	99	94	/	-13	97	96	8	95	-26	97
O=C(NCCC1=CCCCC1)C1CCN(S(=O)(=O)c2ccc(-n3cnnn3)cc2)CC1	29	102	99	/	1	98	104	14	97	-23	102
CCOc1ccccc1CNC(CC)CO (stereo not given)	10	98	97	16	15	100	98	13	96	-21	101
CCOP(=O)(c1ccc(N(C)C)cc1)C(O)c1ccccc1 (stereo not given)	8	103	99	8	5	101	103	13	102	-65	101
COc1cc(OC)cc(C(=O)NNC(=S)NC2CC2)c1	8	97	97	19	-6	96	98	21	95	-36	101
COc1ccc(CC(NC(C)=O)C(=O)NC2CCN(c3nc(C)cc(C)c3C#N)CC2)c(OC)c1 (stereo not given)	23	102	101	/	14	101	101	14	102	6	106
C=CCNC(=O)c1cc2c(=O)n3cc(C)ccc3nc2nc1NCC1CCCO1 (stereo not given)	12	69*	82	/	18	78*	89	20	65*	-5	82
COC(=O)c1cc(NC(=O)c2cc(C)oc2C)cc(C(=O)OC)c1	7	101	98	/	4	101	103	44	96	-12	103
O=C(NCCCN1CCN(CCCNC(=O)c2cccc(Cl)c2)CC1)c1cccc(Cl)c1	13	99	97	7	0	97	99	8	101	-19	101
Cc1cc(C)nc(SCC(=O)c2ccc3c(c2)OCCO3)n1	5	98	97	-16	-7	99	98	37	100	0	96

Given with two lines to a compound: part of the list above.
Screens in order – Avidin bead fluor, HRas wt GTP, Rac1 act GTP bind, Pf gametocyte, Mcl1 Noxa PPI, Rab2A wt mod, Cdc42 wt GTP, GSH fluor, Rab7 wt GTP bind, Mcl1-Bid inh, Rac1 wt GTP bind
COc1ccc(CC(NC(C)=O)C(=O)NC2CCN(c3nc(C)cc(C)c3C#N)CC2)c(OC)c1 (stereo not given)
 : 23, 102, 101, /, 14, 101, 101, 14, 102, 6, 106
C=CCNC(=O)c1cc2c(=O)n3cc(C)ccc3nc2nc1NCC1CCCO1 (stereo not given)
 : 12, 69*, 82, /, 18, 78*, 89, 20, 65*, -5, 82
COC(=O)c1cc(NC(=O)c2cc(C)oc2C)cc(C(=O)OC)c1
 : 7, 101, 98, /, 4, 101, 103, 44, 96, -12, 103
O=C(NCCCN1CCN(CCCNC(=O)c2cccc(Cl)c2)CC1)c1cccc(Cl)c1
 : 13, 99, 97, 7, 0, 97, 99, 8, 101, -19, 101
Cc1cc(C)nc(SCC(=O)c2ccc3c(c2)OCCO3)n1
 : 5, 98, 97, -16, -7, 99, 98, 37, 100, 0, 96
